All columns: NCI-60 one-dose screen, growth in % after 48 h at 10 µM unless noted; 100 = growth as untreated, 0 = no growth, -100 = all killed.
T-47D: T-47D breast cancer; AID 1794792; actives 5% (n = 79,000)
SR: SR leukemia cells | actives 8.7% (n = 73,000) | AID 1794780
HS 578T: HS 578T breast cancer. actives 4.1% (n = 78,000). AID 1794788
MCF7: MCF7 breast cancer. actives 6.3% (n = 82,000). AID 1794796
MDA-MB-231: MDA-MB-231 breast cancer. actives 5% (n = 81,000)
BT-549: BT-549 breast cancer. actives 4.4% (n = 78,000)
MDA-MB-468: MDA-MB-468 breast cancer | actives 8.5% (n = 78,000) | AID 2202374
K-562: K-562 leukemia; actives 7.4% (n = 78,000); AID 1794777
Numbers without * were called inactive; nt = no result given; & = joins results of further samples; [ ] = remark or other dose. How the source made its calls: active means growth percent below 10; inactive means the rest.

SMILES | T-47D | SR | HS 578T | MCF7 | MDA-MB-231 | BT-549 | MDA-MB-468 | K-562
O=C(O)c1nnc(C(=O)O)nn1 | 100 | 87 | nt | 98 | 116 | 114 | 110 | 99
COC(=O)CC[C@@H]1C(C)=CC(=O)[C@@]2(F)[C@H]1CCC1=CC(=O)C=C[C@@]12C | 93 | 95 | nt | 100 | 109 | 97 | 107 | 100
COc1cc(C2CC(c3ccc(C)cc3)=Nc3c(N)nc(N)nc3N2)ccc1Oc1nc(NCCO)nc(N2CCOCC2)n1 (configuration not stated) | 88 | 64 | 71 | 72 | 84 | 80 | 80 | 80
CC(=O)C1=C(C)NC(=S)NC1c1ccccc1 (configuration not stated) | 110&104 | 108&109 | 104&99 | 89&95 | 96&104 | 111&112 | 90&112 | 109&98
CN1C(=O)C2(Nc3cc(Cl)ccc3-c3ccnn32)c2ccccc21 (configuration not stated) | 92 | 88 | 102 | 94 | 92 | 91 | 132 | 96
O=C1NC(=C(Cl)Cl)/C(=N/S(=O)(=O)N2CCCC2C2(C(F)(F)F)N=N2)N1 (configuration not stated) | 103 | 106 | 111 | 98 | 105 | 111 | 97 | 104
Cc1ccccc1CCCCn1ccc(=O)[nH]c1=O | 103 | 96 | 39 | 91 | 99 | 104 | 99 | 107
Cc1cccc(C)c1NC(=S)NC=C(C(N)=O)C(N)=O | 100 | 94 | 96 | 101 | 93 | 113 | 111 | 106
Cc1cc(C(=O)O)c(N)c(C)n1 | 112 | nt | 101 | 94 | 106 | 106 | 120 | 104
CCN1CCN(c2nc3ccccc3c3c(=O)c4cc(F)ccc4sc23)CC1 | 65 | 0.9* | 62 | 65 | 52 | 86 | 71 | 10
Cc1nc(-c2ccc(Br)cc2)ccc1C(=O)N/N=C/c1ccccc1 | 89 | 99 | 94 | 95 | 104 | 94 | 105 | 95
COc1ccc(C2=CC(c3ccc(C)cc3Br)N3C=CSC3=N2)cc1OC (configuration not stated) | 95 | 57 | 99 | 62 | 114 | 98 | 100 | 110
CCN(CC)c1ccc(C#N)cc1 | 93 | 91 | 106 | 98 | 108 | 96 | 96 | 101
N#Cc1cc(-c2ccc(Cl)cc2)c(N)nc1N1CCOCC1 | 80 | 61 | 96 | 100 | 114 | 124 | 108 | 71
CC1CNC(=O)N1 (configuration not stated) | 103 | 98 | 98 | nt | nt | 117 | 132 | 97
C=CCOC(=O)C1CC=CCC1C(=O)OCC=C (configuration not stated) | 100 | 107 | 103 | 103 | 110 | 101 | 100 | 93
CN(C)CCNC(=O)c1cc2c3cc(Cl)ccc3[nH]c2c2ncccc12 | 24 | -18* | 24 | -16* | 30 | 30 | nt | -25*
Cc1ccc(Cl)cc1NC(=O)N/C(N)=N/c1nc2ccccc2s1 | 32 | 5.6* | 19 | 4.2* | -43* | -7.2* | -30* | 4.5*
NC(=S)N/N=C/c1ccccc1S(=O)(=O)O | 90 | 104 | 108 | 96 | 103 | 105 | nt | 98
Cc1cc2cccc3c2n1CCC3N1CCCC1=O (configuration not stated) | 95 | 103 | 115 | 107 | 106 | 100 | 120 | 103
O=c1c2c(cc3c(O)[nH]c(=S)n13)-c1cc(Cl)ccc1N=2 | 91 | 106 | 90 | 101 | 103 | 94 | 117 | 87
Cc1[nH]cnc1/C=C1\SC(N2CCOCC2)=NC1=O | 112 | 98 | 115 | 101 | 92 | 104 | 112 | 93
COC(=O)C(c1ccccc1)C(Cl)(Cl)Cl (configuration not stated) | 106 | 65 | 112 | 95 | 94 | 110 | 89 | 73
CNS(=O)(=O)c1ccc2c(c1)[nH]c(=S)n2C | 110 | 120 | 95 | 103 | 110 | 112 | 104 | 116
O=C1N[C@@H](Cc2c[nH]c3cc(-n4cc(C[C@@H]5NC(=O)[C@@H]6CCCN6C5=O)c5ccccc54)ccc23)C(=O)N2CCC[C@@H]12 | 110 | 82 | 104 | 102 | 105 | 99 | 93 | 94
O=C(c1ccc(Cl)cc1Cl)N1CCOCC1 | 92 | nt | 107 | 98 | 98 | 92 | 100 | 89
CCOc1nc(-c2ccccc2)cc2c(O)c(C(=O)NCCCO)[nH]c(=O)c12 | 97 | 141 | 100 | 90 | 102 | 98 | 95 | 111
COc1ccc(Nc2cc(C)nc(N)n2)cc1 | 98 | 118 | 112 | 95 | 106 | 121 | 96 | 108
COc1ccc(NC(=S)/N=C2\NN=C(c3ccccc3)CS2)cc1 | 95 | 95 | 99 | 99 | 102 | 103 | 107 | nt
COc1nc(N=[N+]=[N-])nc(-c2c(OC)ccc3ccccc23)n1 | 76 | nt | 90 | 89 | 97 | 48 | 106 | 83
O=C(NC1CCN(Cc2ccccc2C(F)(F)F)C1=O)c1cc(C(F)(F)F)ccc1O (configuration not stated) | 94 | 122 | 107 | 97 | 96 | 127 | 95 | 95
Nc1ccc(Nc2nccc(-c3ccc4ccccc4c3)n2)cc1 | 57 | nt | 43 | 19 | 47 | 58 | -11* | nt
O=C(C1=Cc2cc3ccccc3n2Cc2cnnn21)c1ccc(F)cc1 | 95 | 88 | 91 | 94 | 105 | 95 | 99 | 87
CN1CCN(C(=O)[C@@]2(C)CC[C@]3(C)CC[C@]4(C)C(=CC[C@@H]5[C@@]6(C)CC[C@H](OC(=O)c7cccnc7)C(C)(C)[C@@H]6CC[C@]54C)[C@@H]3C2)CC1 | 58 | -27* | 77 | 19 | 48 | 74 | 93 | -24*
COc1ccc(N(Cc2cc(OC)c(OC)c(OC)c2)C2OC(=O)c3ccccc32)cc1 (configuration not stated) | 46 | 12 | 22 | 16 | 41 | 66 | 24 | 18
CCc1ncnc2c1ccn2C(C)c1ccc(OC)c(F)c1 (configuration not stated) | 36 | 16 | 69 | 33 | 57 | 52 | -1.2* | 11
Cc1ccccc1NC(=O)c1sc2nc(C)c(C(C)O)cc2c1N (configuration not stated) | 54 | 4.5* | 53 | 21 | 59 | 58 | 40 | 14
CC1CN(c2ccc3ncc(-c4nc(NC5CC5)ncc4F)n3c2)CC(C)O1 (configuration not stated) | 66 | 48 | 72 | 75 | 82 | 95 | 98 | 93
CCNc1nc2ccccc2c2c(=O)c3cccc(C)c3sc12 | 71 | 73 | 98 | 40 | 87 | 98 | 78 | 86
COc1cc2c(cc1OC)C[N+](C)(C)C(C)C2 (configuration not stated) | 91 | 107 | 107 | 98 | 103 | 99 | 103 | 99
Cc1cc(O)ccc1N=O | 90 | 101 | 103 | 105 | 105 | 93 | 88 | 88
COc1ccccc1/C=C1\Oc2ccc(O)cc2C1=O | nt | 84 | 100 | 112 | 106 | 86 | 110 | 96
N#Cc1ccc(Nc2nc(Br)cnc2N)cc1 | 78 | 114 | 95 | 82 | 90 | 104 | 94 | 94
COc1cccc(-c2nc3occn3c2-c2ccnc(NCCNS(=O)(=O)c3ccc(C(F)(F)F)cc3)n2)c1 | 41 | 97 | -24* | 81 | 87 | 97 | 77 | 72
Nc1ncnc2c1N=C(c1ccccc1)CC(c1cccc(Nc3ccnc4cc(Cl)ccc34)c1)N2 (configuration not stated) | 85 | 71 | 90 | 75 | 107 | 115 | 92 | 68
Cc1cc2nc3c4ccccc4n(CCC(=O)NCCN4CCOCC4)c3nc2cc1C | 81 | 104 | 100 | 67 | 74 | 102 | 90 | 102
CCCCC1=C(P(=O)(O)O)N[C@H](C(=O)OCC)CS1 | 99 | 93 | 104 | 86 | 94 | 100 | 88 | 93
COC(=O)c1cc(NC(=O)c2cc([N+](=O)[O-])cn2C)c2cccc(C(=O)OC)c2c1 | 81 | 90 | 76 | 91 | 78 | 87 | 70 | 99
COc1cc(C2CC(O)(c3ccc(Cl)nc3)C(C(=O)c3ccc(Cl)nc3)C(c3cc(OC)c(OC)c(OC)c3)C2C(=O)c2ccc(Cl)nc2)cc(OC)c1OC (configuration not stated) | 81 | 79 | 92 | 91 | 91 | 81 | 91 | 91
O=c1n(CCO)c(=O)n(CCO)c(=O)n1CCO | 93[100 µM] | 117[100 µM] | 98[100 µM] | 103[100 µM] | 110[100 µM] | 122[100 µM] | 98[100 µM] | 131[100 µM]
CCC/C=C(/C(C)=O)C(=O)OCC | 107 | 160 | 114 | 114 | 105 | 112 | 88 | 104
COc1cc(C)cc2oc3oc(=O)c(-c4csc(-c5cc6ccccc6o5)n4)cc3c(=O)c12 | 111 | 103 | nt | 97 | 107 | 102 | 99 | 108
O=CN1N=C(c2ccc(Cl)cc2)CC1c1cccc(Nc2ccnc3cc(Cl)ccc23)c1 (configuration not stated) | 12 | 1.9* | nt | 11 | 31 | 7.3* | -0.9* | 3.7*
CCCCN(CCCC)CCCNc1c2c(nc3cc(Cl)ccc13)CCCC2 | 86 | 30 | 82 | 77 | 48 | 99 | 77 | 43
Cc1cc(C)c(CCl)c(C)c1CCl | nt | 94 | 103 | 92 | nt | 105 | 115 | 97
NS(=O)(=O)c1ccc(C(=O)NN2C(=O)C3C(C2=O)C2(Cl)C(Cl)=C(Cl)C3(Cl)C2(Cl)Cl)cc1 (configuration not stated) | 95 | 104 | 104 | 86 | 112 | 121 | 100 | 105
O=[N+]([O-])c1ccccc1[I+]c1ccccc1 | 102 | 98 | 98 | 99 | 109 | 110 | 115 | 103
CCSCN1CC(C)N(CSCC)CC1C (configuration not stated) | 124 | 213 | 108 | 91 | 86 | 101 | 111 | 116
CCCCCNC(=O)COc1ccc(CCN2CCn3c(nc4c3c(=O)n(C)c(=O)n4C)C2)cc1 | 76 | nt | 101 | 99 | 96 | 108 | 82 | 95
CC(C)(C)C(=O)C[n+]1cc2ccccc2c2ccccc21 | 115 | 96 | 118 | 98 | 106 | 127 | 99 | 91

The list continues.
SMILES | T-47D | SR | HS 578T | MCF7 | MDA-MB-231 | BT-549 | MDA-MB-468 | K-562
Cc1[nH]c2ccccc2c1C=O | 100 | 110 | 108 | 99 | 116 | nt | 101 | 113
O=C(c1ccccc1)c1ccc(-c2ccc(O)cc2)cc1 | 51 | 177 | 104 | 23 | 55 | 52 | -16* | 90
O=C1CCN(c2ccccc2)N1Cn1nnc2ccccc21 | 96 | nt | 91 | 101 | 105 | 106 | 94 | 124
COP(=O)(OC)C(c1ccccc1)(c1ccccc1)c1ccccc1 | 89 | nt | 94 | 103 | 90 | 117 | nt | 81
CC(=O)Cc1cccnc1 | 96 | 104 | 95 | 101 | 100 | 92 | 97 | 87
CCOC(CN1CCCC1)OCC | 99 | nt | 100 | 87 | 98 | 97 | 114 | 92
CCN(CC)c1ccc(/C=N/NC(=O)CSc2nc3ccccc3c(=O)n2CCc2ccc(S(N)(=O)=O)cc2)c(O)c1 | 14 | 14 | 46 | 11 | 26 | 45 | -7.7* | 7.1*
CC1(C)C=Cc2c(ccc3c2[N+]([O-])=C2C(C)(C)[C@H]4C[C@]56CCCN5C(=O)[C@@]4(C[C@@]23O)NC6=O)O1 | 117 | 84 | 104 | 88 | 108 | 97 | 87 | 87
C/C(=N\N=C1\SCC(=O)N1c1cc(C)ccc1Cl)c1cc2ccccc2oc1=O | 79 | 47 | 80 | 64 | 75 | 95 | 24 | 56
N=C(N)c1ccc(NCCNc2ccc(C(=N)N)cc2)cc1 | 137 | nt | 109 | 101 | 87 | 133 | nt | 82
CC(C)(C)OC(=O)NCC(=O)NCC(=O)NCC(=O)OCc1ccccc1 | 98 | 114 | 114 | 98 | 110 | 103 | 98 | 99
CCOC(=O)C(Cc1ccc(C)cc1)(NC(C)=O)C(=O)OCC | 96 | 135 | 115 | 93 | 104 | 104 | 115 | 88

Shown tab-delimited: twelve of the compounds above.
SMILES	T-47D	SR	HS 578T	MCF7	MDA-MB-231	BT-549	MDA-MB-468	K-562
Cc1[nH]c2ccccc2c1C=O	100	110	108	99	116	nt	101	113
O=C(c1ccccc1)c1ccc(-c2ccc(O)cc2)cc1	51	177	104	23	55	52	-16*	90
O=C1CCN(c2ccccc2)N1Cn1nnc2ccccc21	96	nt	91	101	105	106	94	124
COP(=O)(OC)C(c1ccccc1)(c1ccccc1)c1ccccc1	89	nt	94	103	90	117	nt	81
CC(=O)Cc1cccnc1	96	104	95	101	100	92	97	87
CCOC(CN1CCCC1)OCC	99	nt	100	87	98	97	114	92
CCN(CC)c1ccc(/C=N/NC(=O)CSc2nc3ccccc3c(=O)n2CCc2ccc(S(N)(=O)=O)cc2)c(O)c1	14	14	46	11	26	45	-7.7*	7.1*
CC1(C)C=Cc2c(ccc3c2[N+]([O-])=C2C(C)(C)[C@H]4C[C@]56CCCN5C(=O)[C@@]4(C[C@@]23O)NC6=O)O1	117	84	104	88	108	97	87	87
C/C(=N\N=C1\SCC(=O)N1c1cc(C)ccc1Cl)c1cc2ccccc2oc1=O	79	47	80	64	75	95	24	56
N=C(N)c1ccc(NCCNc2ccc(C(=N)N)cc2)cc1	137	nt	109	101	87	133	nt	82
CC(C)(C)OC(=O)NCC(=O)NCC(=O)NCC(=O)OCc1ccccc1	98	114	114	98	110	103	98	99
CCOC(=O)C(Cc1ccc(C)cc1)(NC(C)=O)C(=O)OCC	96	135	115	93	104	104	115	88

The list continues:
SMILES | T-47D | SR | HS 578T | MCF7 | MDA-MB-231 | BT-549 | MDA-MB-468 | K-562
CC(O)CC(O)CC1CCCO1 (configuration not stated) | 94 | 109 | 127 | 104 | 102 | 110 | 106 | 113
CCN1CCN(C(C(=O)NC2CCCCC2)c2ccc(Cl)cc2)C(=O)c2ccccc2C1=O (configuration not stated) | 80 | 99 | 99 | 99 | 98 | 91 | 90 | 105
N#Cc1c(-c2ccccc2)cc(-c2ccccc2)n(CCC(=O)NO)c1=O | 85 | 90 | 98 | 39 | 95 | 106 | 92 | 92
CC(C)(O)C(=O)O | 100 | 119 | 102 | 94 | 86 | 103 | 108 | 123

Random draw from the library, and some 14% of all compounds hit somewhere here.
